KCNQ1 block – human KCNQ1 channel inhibition; P51787; CHO-K1 KCNQ1, FluxOR thallium flux fluorescence; active compounds read high; B-score at 10 µM; 1.3% of 310,000 active;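 active means compounds whose thallium flux B-score, printed positive for inhibition, exceeds three library SD while starting fluorescence stays within three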;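 further: channel opened by potassium depolarization with thallium stimulus after 20 min compound exposure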
PolyA inhibitor – inhibitors of polyadenylation in S. cerevisiae | S. cerevisiae SKY197-pL101 polyadenylation reporter, beta-gal luminescence; efflux-impaired pdr1/pdr3 knockout yeast; score 100 = 6 SD above DMSO | calls only at 12 µM | 0.02% of 300,000 active;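 active means lowest replicate activity score at least 50, where 100 means six control SD above control mean; inconclusive means lowest score under 50 but half or more replicates reach 50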;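 further: yeast exposed to compound for 9 h at 30 °C; higher score means more reporter readthrough which indicates perturbed polyadenylation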
Dyrk1A ADPGlo – inhibitors of rat Dyrk1A kinase. 0.43% of 310,000 active. Q63470. AID 504441. ADP-Glo luminescence, NFATc1 peptide. inhibition, % at 12.5 µM; in the data active means inhibition above about 50%;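 further: plate controls were vehicle with enzyme for no effect and no enzyme for full effect; many of its hits are not listed in these tables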
RGS4 pot – potentiators or activators of RGS4. HEK293 M3R/inducible RGS4, carbachol calcium flux Fluo4; active compounds read low. B-score at 10 µM. 0.92% of 310,000 active;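 active means B-score of the integrated calcium signal more than 4 SD below the library mean, with starting fluorescence not abnormally high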;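 further: negative B-score means reduced calcium response which marks RGS4 activation or potentiation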
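System: HEK293 FlpIn-TREx cells, stable M3R, doxycycline-inducible RGS4. Timing: overnight RGS4 induction, 30 min dye load 37 °C, 20 min compound RT. Also added: carbachol, ECmax concentration. Measured by: Fluo4 fluorescence kinetic imaging of calcium. Evaluation: integrated calcium ratio converted to B score.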
GSK3 alpha inh – human GSK-3 alpha kinase inhibition | 0.1% of 320,000 active | inhibition, % at 10 µM | ADP-Glo luminescence, 60 min;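 in the data active means inhibition above about 50%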;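 further: GST-tagged GSK-3 alpha with peptide substrate and 25 µM ATP; 0% = DMSO neutral wells and 100% = GW8510 positive control wells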
GSK3beta inhib – inhibitors of human GSK3beta kinase; activity score (negative = inhibition), % at 10 µM; 0.038% of 300,000 active; P49841; AID 2097; GST-GSK3beta kinase, ADP-Glo luminescence, 60 min; active compounds read low;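 active means more than half of replicate wells score below -50%, meaning over 50% inhibition versus plate controls; inconclusive means some replicates but at most half score below -50%; inactive means no replicate scores below -50%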;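 further: 0% = median DMSO wells and -100% = median GW8510 positive control wells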
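Test system: GST-fused GSK3beta enzyme, cell-free | Quantity: 1.6 ng GST-GSK3beta enzyme per well | Reagent: 25 µM ATP with peptide substrate | Schedule: 60 min enzyme reaction, room temperature | Signal: Luminescent ADP-Glo measurement of ADP formed | Read-out basis: Score relative to plate controls | Control set: DMSO and 20 µM GW8510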
KCNK3 block – human KCNK3 channel inhibition, primary screen | B-score at 10 µM | AID 602410 | O14649 | CHO-KCNK3 thallium flux, FluxOR fluorescence; active compounds read low | 0.84% of 340,000 active;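 active means B-score under library mean minus 4 SD, starting fluorescence ratio at most library mean plus 5 SD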;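 further: more negative B-score means stronger inhibition of thallium flux through KCNK3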
Target sequence (O14649 whole entry, looked up): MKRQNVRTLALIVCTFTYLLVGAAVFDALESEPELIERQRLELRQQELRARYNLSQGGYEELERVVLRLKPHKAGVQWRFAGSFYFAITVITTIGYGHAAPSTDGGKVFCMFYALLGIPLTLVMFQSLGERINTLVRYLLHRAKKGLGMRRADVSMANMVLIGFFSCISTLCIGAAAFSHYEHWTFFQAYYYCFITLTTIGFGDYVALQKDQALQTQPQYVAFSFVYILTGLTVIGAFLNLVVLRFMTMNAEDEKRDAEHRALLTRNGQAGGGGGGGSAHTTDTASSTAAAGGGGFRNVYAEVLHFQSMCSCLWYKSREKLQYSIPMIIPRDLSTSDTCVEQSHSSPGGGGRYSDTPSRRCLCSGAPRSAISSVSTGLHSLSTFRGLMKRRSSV
KCNQ1 pot – potentiates or activates the human KCNQ1 potassium channel. AID 2648. P51787. B-score at 10 µM. CHO-K1 KCNQ1, thallium flux FluxOR fluorescence; active compounds read high. 0.35% of 310,000 active;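 active means fluorescence ratio B-score, a plate-corrected score, at least three library SD, with initial intensity B-score within 5 SD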
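assay system = KCNQ1-transfected CHO-K1 cells | medium = assay buffer with matched DMSO | probe or stimulus = depolarizing K+/Tl+ stimulus, K2SO4 and Tl2SO4 each 12.5 mM in 5x stock | dosing = single dose | incubation = dye 90 min, compound 20 min, room temperature | detection = kinetic FluxOR fluorescence, 10 s baseline plus 110 s post-stimulus | evaluation = ratio B score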
KCNK9 inh – inhibitors of human KCNK9 two-pore domain potassium channel; 1.2% of 310,000 active; AID 488922; HEK293 KCNK9, FluxOR thallium flux fluorescence; active compounds read low; Q9NPC2; B-score at 10 µM;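 active means ratio B-score over 3 SD below the library mean, with starting fluorescence within 5 SD of its mean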;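 further: negative B-score means less thallium flux so channel inhibition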
hERG protect – compounds protecting human hERG from proarrhythmic drug block. Q12809. CHO-hERG, FluxOR thallium flux, dofetilide IC70 present. activation (rescue from dofetilide block), less the hit threshold, % at 10 µM. 0.51% of 310,000 active. AID 1511;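 active means activation above the mean of controls blocked by dofetilide plus 5 SD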;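 further: thallium influx through hERG after potassium depolarization seen as dye fluorescence rise; in these data hits start at about 4.7%; inactives centre near -7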
HDAC3 inh – inhibitors of human histone deacetylase 3; O15379; recombinant HDAC3, fluorogenic peptide/trypsin coupled, fluorescence; inhibition, % at 8.3 µM; 0.15% of 320,000 active; AID 2718; in the data active means inhibition above about 26%, passing the limit was not always enough; inconclusive means no clear call, values can overlap the other calls
Target sequence (O15379 whole entry, looked up): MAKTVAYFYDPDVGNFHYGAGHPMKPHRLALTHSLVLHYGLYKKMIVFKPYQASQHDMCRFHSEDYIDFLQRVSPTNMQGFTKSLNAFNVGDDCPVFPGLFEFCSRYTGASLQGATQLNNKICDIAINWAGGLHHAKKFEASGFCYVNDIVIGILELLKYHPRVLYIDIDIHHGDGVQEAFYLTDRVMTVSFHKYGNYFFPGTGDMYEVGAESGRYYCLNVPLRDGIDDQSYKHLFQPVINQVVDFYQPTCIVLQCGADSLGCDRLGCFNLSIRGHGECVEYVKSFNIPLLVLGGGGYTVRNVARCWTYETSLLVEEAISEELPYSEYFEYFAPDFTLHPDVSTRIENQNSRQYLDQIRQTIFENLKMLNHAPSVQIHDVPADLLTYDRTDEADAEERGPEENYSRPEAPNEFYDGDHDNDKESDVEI
An asterisk follows results filed as active; i = inactive; ? = inconclusive; . = not tested or not shown.

Results follow in this order: KCNQ1 block	PolyA inhibitor	Dyrk1A ADPGlo	RGS4 pot	GSK3 alpha inh	GSK3beta inhib	KCNK3 block	KCNQ1 pot	KCNK9 inh	hERG protect	HDAC3 inh
> CCC1=Nc2cc(C(=O)NCCN3CCCC3)ccc2Sc2ccccc21
 : i	i	6	i	6	-4	i	i	i	-9	4
> CCOc1ccc(CCNC(=O)CCN2C(=O)COc3ccccc32)cc1OCC
 : i	i	-3	i	-2	1	i	i	i	0	-1
> CC(=O)Oc1ccc(N2C(=O)CCC2=O)cc1
 : i	i	-10	i	-1	-3	i	i	i	-4	-9
> O=C(c1ccco1)N1CCN(C(=O)N2c3ccccc3Sc3ccccc32)CC1
 : i	i	-4	i	0	1	i	i	i	-11	-8
> Cc1ccc(C)c(N2CCN(C(=O)c3ccccc3Br)CC2)c1
 : i	i	3	i	0	0	i	i	i	-10	-4
> COc1cc(NC(=O)c2cc3nc(-c4ccccc4)cc(-c4ccccc4)n3n2)cc(OC)c1OC
 : i	i	6	i	0	0	i	i	i	-10	-1
> COc1cccc(CNC(=O)C2CC(=O)N(C3CCCCC3)C2)c1 (configuration not stated)
 : i	i	4	i	4	-9	i	i	i	-6	13
> COc1ccc(C2=NOC(C(=O)N3CCCc4ccccc43)C2)cc1 (configuration not stated)
 : i	i	-5	i	2	3	i	i	i	-8	5
> Cc1ccc(C(=O)NCC(=O)Nc2cccc(S(=O)(=O)NC3=NCCCCC3)c2)cc1C
 : i	i	1	i	1	3	i	i	i	-4	7
> CCN(CC(=O)Nc1cccc(C#N)c1)CC(=O)Nc1cccc(OC)c1
 : i	i	3	i	-2	1	-9.7*	i	i	-17	9
> COc1ccc(CN2CC34C=CC(O3)C(C(=O)O)C4C2=O)cc1 (configuration not stated)
 : i	i	16	i	.	0	i	i	i	-7	-3
> O=C(NCc1ccc(F)cc1)c1cc2n(n1)C(C(F)(F)F)CC(C1CC1)N2 (configuration not stated)
 : i	i	-1	i	0	0	i	i	i	-13	-6
> CCCNC(=O)COc1ncnc2sccc12
 : i	i	2	i	0	5	i	i	i	-8	8
> COC(=O)CSc1nnc(Cc2ccccc2)n1-c1ccc(C)cc1
 : i	i	-6	i	-6	3	i	i	i	-5	3
> CN(C)c1ccc(C(CNC(=O)c2cccs2)N(C)C)cc1 (configuration not stated)
 : i	i	0	i	0	2	i	i	i	-8	1
> O=C1CCCC(=O)N1c1ccc(N2CCOCC2)c([N+](=O)[O-])c1
 : i	i	0	i	7	-1	i	i	i	-9	5
> CC(C)CC(c1nnnn1Cc1ccco1)N1CCN(C2CCCC2)CC1 (configuration not stated)
 : i	i	-6	i	-1	4	i	i	i	-1	-1
> COc1ccc(-c2ccc(C#N)c(SCC(=O)OCc3ccccc3)n2)cc1OC
 : i	i	-1	i	-1	-2	i	i	i	-5	-42
> C/C(=N\NC(=O)COc1ccccc1-c1ccccc1)c1ccc(O)cc1O
 : i	i	11	i	1	-4	i	i	i	-6	9
> CCC(C)(C)n1nnnc1C(c1cccs1)N1CCN(c2nc3ccccc3s2)CC1 (configuration not stated)
 : i	i	.	i	2	0	-9.6*	i	-9*	-4	?
> COc1cccc(CC(=O)Nc2nc(-c3cccnc3)cs2)c1
 : i	i	6	i	0	2	i	i	i	-8	3
> O=C(COc1ccccc1C(=O)N/N=C\c1ccc(O)c(O)c1)N/N=C/c1ccc(O)c(O)c1
 : i	i	44	i	.	-2	i	i	i	-16	13
> COCCOC(=O)CC1=NC(=O)CS1
 : i	i	-4	i	-1	0	i	i	i	-6	6
> O=C(CC1(O)C(=O)Nc2ccccc21)c1cccc(Br)c1 (configuration not stated)
 : i	i	0	i	0	-1	i	i	i	-11	0
> O=C(Nc1ccccc1)Nc1cccc(-c2cn3cccnc3n2)c1
 : i	i	-2	i	-1	1	i	i	i	-6	-4
> CCc1nonc1NC(=O)c1oc2ccc(C)cc2c1C
 : i	i	4	i	-2	2	i	i	i	-7	-8
> Cc1ccc(-c2c(C#N)c(N)nc3c2CCCCC3)o1
 : i	i	-1	i	-1	0	i	i	i	-8	-13
> COC(=O)c1ccc(OCC2NCCc3cc(OC)c(OC)cc32)cc1 (configuration not stated)
 : i	i	.	i	-1	3	i	i	i	-3	6
> NC(=O)CCC(C(=O)O)N1C(=O)c2ccc(O)cc2C1=O (configuration not stated)
 : i	i	0	i	-2	2	i	i	i	0	0
> CCN(C(=O)c1cc2c(=O)n3cccc(C)c3nc2s1)C1CCCCC1
 : i	i	11	i	2	1	i	i	i	-12	-11
> Cc1ccc(S(=O)(=O)N(C)c2ccccc2C(=O)N2CCCC2)cc1
 : i	i	-1	i	-1	-2	i	i	i	-7	5
> CCOc1ccc(S(=O)(=O)n2nc(C)c(S(=O)(=O)N3CCOCC3)c2C)cc1
 : i	i	-6	i	-4	1	i	i	i	-4	2
> CCC(C)[C@H](NC(=O)NCc1cccnc1)C(=O)OC (some centres not stated)
 : i	i	0	i	0	3	i	i	i	-16	3
> CC/C(=N/NS(=O)(=O)c1ccc(Cl)cc1)c1ccc(O)cc1
 : i	i	-2	i	-2	-10	i	i	i	-6	1
> O=C1CC(c2cc([N+](=O)[O-])ccc2Cl)c2c(ccc3ccccc23)N1 (configuration not stated)
 : i	i	-4	i	.	0	i	i	i	-6	.
> O=C(Nc1ccc(F)cc1F)Nc1sccc1-c1nc2ccccc2s1
 : i	i	.	i	0	-3	i	i	-11*	-12	2
> O=[N+]([O-])c1c(NCCCO)cc(N2CCN(Cc3ccc4c(c3)OCO4)CC2)c2nonc12
 : i	i	6	i	-3	2	i	i	i	-5	10
> O=C1NC(=O)C(CC(=O)N(Cc2ccco2)C2(C(=O)NC3CCCC3)CCCCC2)N1 (configuration not stated)
 : i	i	-10	i	-1	-1	i	i	i	-1	-2
> O=C(CSc1nc(-c2ccccc2)nc2ccc(F)cc12)Nc1ccc(C(=O)O)cc1
 : i	.	.	i	-2	1	i	i	i	-11	-1
> CCOC(=O)CNc1ccc(C(=O)OCC)cc1[N+](=O)[O-]
 : i	i	5	i	-1	1	i	i	i	0	0
> CC(=O)Nc1ccc(S(=O)(=O)NCCC(=O)NCC2COc3ccccc3O2)cc1 (configuration not stated)
 : i	.	-3	i	-1	3	i	i	i	-6	-1
> COc1cccc(-n2cc(C(=O)NC(C)C)c3ccccc3c2=O)c1
 : i	i	4	i	0	-3	i	i	i	-3	-2
> COc1cccc(C=Nc2ccc3c(c2)OCCO3)c1O
 : i	i	-9	i	2	-1	i	i	i	-6	2
> COc1cc2c(cc1OC)C(c1cccc([N+](=O)[O-])c1)N(C(=O)CCC(=O)O)CC2 (configuration not stated)
 : i	i	-5	i	0	1	i	i	i	-3	-3
> COc1ccc(NC(=S)N2CCN(CCN3C(=O)c4cccc5cccc(c45)C3=O)CC2)cc1
 : i	i	5	i	1	2	i	i	i	-17	-12
> CCCCN(CC)CCCNC(=O)CN1C(=O)CSc2ccc(S(=O)(=O)N3CCOCC3)cc21
 : i	i	-2	i	-2	-3	i	i	i	-4	4
> O=C(NCc1ccccc1)C(=O)Nc1nc(C23CC4CC(CC(C4)C2)C3)cs1
 : i	i	.	i	.	0	i	10*	i	18*	.
> COC(=O)C1SCC2C(=O)N(Cc3cccc(C)c3)CC(=O)N21 (configuration not stated)
 : i	i	-6	i	-3	0	i	i	i	-10	4
> O=C(/C=C/c1ccccc1)C1=C(O)C(=O)N(CCO)C1c1ccccc1[N+](=O)[O-] (configuration not stated)
 : i	i	0	i	7	-1	i	i	i	-14	5
> COc1cc2c(C(=O)NCCCOC(C)C)cn(CC(C)C)c(=O)c2cc1OC
 : i	i	3	i	-21	2	i	i	i	-7	3

(cont.)
Results follow in this order: KCNQ1 block	PolyA inhibitor	Dyrk1A ADPGlo	RGS4 pot	GSK3 alpha inh	GSK3beta inhib	KCNK3 block	KCNQ1 pot	KCNK9 inh	hERG protect	HDAC3 inh
> CCCCCCC1CC(CC(=O)Nc2ccc([N+](=O)[O-])cc2)C(=O)O1 (configuration not stated)
 : i	i	11	i	-1	-4	i	i	i	-10	19
> CNc1c(NS(=O)(=O)c2ccc(CC(C)C)cc2)c(=O)oc2ccccc12
 : i	i	-4	i	-3	2	i	i	i	-3	3
> COc1ccc(OCCSc2nc3ccccc3n2CCC(=O)O)cc1
 : i	i	7	i	0	2	i	i	i	-10	3
> COc1ccc(NS(=O)(=O)c2ccc3c(c2)CCCN3C(C)=O)cc1
 : i	i	-3	i	0	-3	i	i	i	-7	2
> CC(C)(C)c1ccc(COc2ccsc2C(=O)O)cc1
 : i	i	1	i	0	-2	i	i	i	-5	0
> O=C(COc1ccc(Cl)cc1)N(Cc1cccs1)C1CCS(=O)(=O)C1 (configuration not stated)
 : i	i	-4	i	0	-3	i	i	i	-8	4
> Cc1cc2cc(CNC(=S)Nc3ccc(OC(F)(F)F)cc3)ccc2n1C
 : i	i	1	i	0	5	i	i	i	-10	2
> O=C(C[n+]1ccccc1)N/N=C/c1cc(Br)ccc1O
 : i	i	6	i	3	3	i	i	i	-9	-12
> Cc1nnsc1C(=O)N1CCCC(C(=O)c2ccc(C(F)(F)F)cc2)C1 (configuration not stated)
 : i	i	-5	i	2	2	i	i	i	-9	2

The list is partial (hit frequency here may not be typical).
